H69AR inhibit: blocks growth of human H69AR lung tumor cells. viability, % at 10 µM. AID 598. H69AR lung tumor viability, ATP luminescence, 72 h; active compounds read low. 85,000 tested, 6% active;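 active means viability at or below 40%; inactive means viability above 40%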;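 further: multidrug resistant small cell line overexpressing MRP-1 efflux transporter; 100% = mean luminescence of untreated control wells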
CYP2C19 inhib: human CYP2C19 inhibition | inhibition, % at 5 µM | P33261 | AID 778 | 96,000 tested, 21% active | CYP2C19 Supersomes, luciferin-H EGE luminescence, 30 min;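 active means CYP2C19 inhibition above a set limit at 5 µM in the primary screen, cut at about 50% in these data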;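 further: plate controls were negative control wells for no effect and 2.5 mM tranylcypromine positive control for full effect; values of inactives mirror those of a sister screen read the other way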
Target sequence (P33261 whole entry, looked up): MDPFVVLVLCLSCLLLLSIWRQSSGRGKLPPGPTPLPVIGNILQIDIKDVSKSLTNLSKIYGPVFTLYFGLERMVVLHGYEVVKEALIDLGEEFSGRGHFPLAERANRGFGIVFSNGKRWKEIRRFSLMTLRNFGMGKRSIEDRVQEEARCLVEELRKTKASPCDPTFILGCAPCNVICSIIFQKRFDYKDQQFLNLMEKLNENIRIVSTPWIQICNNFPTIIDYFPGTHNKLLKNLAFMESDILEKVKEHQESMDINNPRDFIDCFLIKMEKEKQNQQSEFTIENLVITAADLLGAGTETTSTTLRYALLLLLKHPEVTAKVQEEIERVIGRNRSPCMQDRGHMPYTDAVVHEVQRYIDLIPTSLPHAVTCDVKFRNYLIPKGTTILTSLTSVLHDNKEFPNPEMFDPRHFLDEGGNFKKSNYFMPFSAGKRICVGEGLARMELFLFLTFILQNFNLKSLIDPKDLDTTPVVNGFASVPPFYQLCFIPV
Lung fibro prol: blocks proliferation of human lung fibroblasts | LL 47 human lung fibroblast viability, ATP luminescence; active compounds read low | viability, % at 10 µM | 85,000 tested, 1.1% active | AID 719;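 active means viability at or below 50% in the single dose screen; inactive means viability above 50%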;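 further: compound exposure lasted 72 h before the ATP readout; 100% = median luminescence of untreated cell-only wells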
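Material: human lung fibroblast line LL 47, low passage; Evaluation: viability percentage against median untreated-cell control; Buffer or medium: 15% FBS in IMEM; Incubation: 72 h compound exposure at 37 °C after overnight plating; Dosing: 0.1% DMSO in all compound wells; Measured by: CellTiter-Glo luminescence.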
Mac1 fbg inh: CD11b/CD18-fibrinogen binding inhibition. P05107+P11215. K562 CD11b/CD18 adhesion to fibrinogen, ATPlite luminescence; Mn2+ added to activate the integrin. inhibition, % at 10 µM. 93,000 tested, 0.54% active. AID 1497;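 active means primary inhibition of 50% or more at 10 µM, then 40% or more on retest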; further: some results filed as inactive read as strong as hits
CYP2C19 act: activators of human cytochrome P450 2C19. 96,000 tested, under 10 active. recombinant CYP2C19, luciferin-H EGE luminescence; active compounds read high; 0 = fully inhibited enzyme, 1 = untreated enzyme. activation factor at 5 µM. P33261;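 active means activation factor of at least 2 at 5 µM in the primary screen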;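 further: 0 = wells with 2.5 mM tranylcypromine and 1 = vehicle-only wells; values of inactives mirror those of a sister screen read the other way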
HUVEC inhibit: blocks proliferation of human endothelial cells. viability, % at 10 µM (by protocol). AID 648. 86,000 tested, 1.1% active. HUVEC proliferation, CellTiter-Glo luminescence, 72 h; active compounds read low;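 active means viability at or below 30%; inactive means viability above 30%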;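 further: 100% = median luminescence of DMSO-only cell control wells on each plate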
Mac1 fbg enh: enhancers of human CD11b/CD18 binding to fibrinogen | AID 1499 | K562 CD11b/CD18 adhesion to fibrinogen, ATPlite luminescence | P05107+P11215 | activation, % at 10 µM | 93,000 tested, 0.07% active;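 active means 10 µM primary screen giving 50% or more activity, confirmed by 40% or more on retest at that dose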; further: strong numbers were not always called active
ERa coact inh: ER-alpha (human) coactivator binding inhibition. P03372. TR-FRET ER-alpha LBD / SRC-1 peptide, estradiol-bound. inhibition, % at 25.6 µM. 86,000 tested, 1.7% active. AID 629; in the data active means inhibition above about 50%;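 further: 0% = receptor plus peptide control and 100% = peptide only without receptor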
Target sequence (P03372 whole entry, looked up, the tested form may be a part): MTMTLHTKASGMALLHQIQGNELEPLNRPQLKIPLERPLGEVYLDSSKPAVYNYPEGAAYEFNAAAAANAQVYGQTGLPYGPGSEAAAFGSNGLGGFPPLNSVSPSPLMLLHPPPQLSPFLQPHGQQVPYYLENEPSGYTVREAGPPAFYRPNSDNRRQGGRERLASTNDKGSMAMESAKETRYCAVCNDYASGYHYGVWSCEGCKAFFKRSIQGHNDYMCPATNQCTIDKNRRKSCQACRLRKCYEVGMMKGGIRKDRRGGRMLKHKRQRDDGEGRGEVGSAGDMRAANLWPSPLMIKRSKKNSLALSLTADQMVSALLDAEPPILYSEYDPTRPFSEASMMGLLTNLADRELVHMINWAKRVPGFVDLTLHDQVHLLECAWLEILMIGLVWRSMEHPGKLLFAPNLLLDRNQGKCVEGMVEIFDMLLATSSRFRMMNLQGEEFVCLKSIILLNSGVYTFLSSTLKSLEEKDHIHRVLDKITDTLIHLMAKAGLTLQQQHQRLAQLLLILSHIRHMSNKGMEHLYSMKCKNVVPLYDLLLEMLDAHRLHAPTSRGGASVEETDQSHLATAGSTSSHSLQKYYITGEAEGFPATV
ERa SRC1 pot: enhances coactivator binding to human estrogen receptor alpha | P03372 | TR-FRET ERalpha-LBD/SRC-Cy5 coactivator binding, 2 h; 100 = basal binding, no effect | AID 639 | 86,000 tested, 1.3% active | coactivator binding (% of control), % at 25.6 µM; in the data active means activity above about 200%;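 further: binding measured in presence of low estradiol as agonist stimulus; 0% = peptide alone without receptor and 100% = receptor with peptide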
* hit, by the source's call; . = no result given; [ ] = another dose, or the depositor's remark.

The first two entries, ahead of the listing:
SMILES	H69AR inhibit	CYP2C19 inhib	Lung fibro prol	Mac1 fbg inh	CYP2C19 act	HUVEC inhibit	Mac1 fbg enh	ERa coact inh	ERa SRC1 pot
Cc1ccc(/C=C/C(=O)O)cc1S(=O)(=O)NCCO	.	42	.	0	0.6	.	-2	.	.
CC(=O)Nc1ccc(S(=O)(=O)Nc2nnc(C(C)(C)C)s2)cc1	98	10	106	-2	0.9	101	-1	-3	97

This part in full (from the top)
SMILES	H69AR inhibit	CYP2C19 inhib	Lung fibro prol	Mac1 fbg inh	CYP2C19 act	HUVEC inhibit	Mac1 fbg enh	ERa coact inh	ERa SRC1 pot
Cc1ccc(/C=C/C(=O)O)cc1S(=O)(=O)NCCO	.	42	.	0	0.6	.	-2	.	.
CC(=O)Nc1ccc(S(=O)(=O)Nc2nnc(C(C)(C)C)s2)cc1	98	10	106	-2	0.9	101	-1	-3	97
S=c1nc(-c2cccc(Br)c2)[nH][nH]1	95	5	.	1	0.9	90	-2	-3	99
CC(=O)C1=C(C)NC(SCC(=O)c2ccc(Cl)cc2Cl)=C(C#N)C1c1ccco1 (stereo not drawn)	70	100*	.	15	0	65	-2	9[fluorescence artefact?]	134[fluorescence artefact?]
CCOC(=O)c1cccc(NC(=O)C2CCC(CNc3c(N4CCOCC4)c(=O)c3=O)CC2)c1 (stereo not drawn)	87	13	95	12	0.9	92	-3	-5	116
CCNC(=O)COc1ccc2ccccc2c1	93	14	106	.	0.9	118	.	-2	91[fluorescence artefact?]
O=S(=O)(c1ccc(Cl)c(C(F)(F)F)c1)N1CCN(CC(O)COCC2CCCO2)CC1 (stereo not drawn)	67	36	98	-38	0.6	96	2	-1	132
COc1cccc(-c2nc(=S)c3c(n2Cc2ccco2)CCCC3)c1	76	8	103	-5	0.9	100	0	15	78
CC(C(=O)NCC1(c2ccccc2)CCCC1)N1CCOCC1 (stereo not drawn)	94	38	106	-19	0.6	85	4	5[fluorescence artefact?]	101
Cc1ccc(-c2nnc(CSc3nc(C)nc4sc(C)c(C)c34)o2)cc1	99	-8	105	6	1.1	111	-3	5	95
CCOC(=O)C1=C(C)NC(C)=C(C(=O)OCC)C1c1ccc(OC)cc1	80	70*	92	-15	0.3	92	0	4	142
Cc1cccc(-n2c(CCn3nc(C)c([N+](=O)[O-])c3C)n[nH]c2=S)c1	.	8	.	-8	0.9	.	-5	.	.
CC1CCN(C(=O)CSc2ccc(-c3ccc(F)cc3)nn2)CC1	90	12	97	-1	0.9	106	-5	4	120
O=C(C1CCC1)N1CCc2cc(S(=O)(=O)NCc3cccnc3)ccc21	99	10	102	.	0.9	100	.	-1	99
CCN1CCN(c2cc(C)c3cc(NC(=O)Cc4ccc(OC)c(OC)c4)ccc3n2)CC1	65	13	90	6	0.9	66	0	14	93
Cc1cc(C)c(Cc2c(C)nc3c(C(=O)NCc4ccco4)cnn3c2C)c(C)c1	74	8	97	79	0.9	59	-5	15[fluorescence artefact?]	75[fluorescence artefact?]
CCOC(=O)N1CCN(CC(=O)N2c3ccccc3CC2C)CC1 (stereo not drawn)	85	4	96	-4	1	97	0	-1[fluorescence artefact?]	94
COC(=O)c1ccccc1NC(=O)CN1CCN(C(=O)c2ccco2)CC1	89	14	102	0	0.9	96	6	0	115
CCOC(=O)c1oc2cccc(OC(C)=O)c2c1C	.	76*	.	2	0.2	.	0	.	.
COc1ccccc1N1CCN(S(C)(=O)=O)CC1	97	19	101	-3	0.8	93	-1	8[fluorescence artefact?]	118
COc1ccc(S(=O)(=O)N2CCN(C(=O)c3ccco3)CC2)cc1OC	78	45	101	-43	0.6	95	-2	-3	111
CSc1ccc(Cl)c(C(=O)Nc2ccc(OCC(N)=O)cc2)c1	.	3	.	-8	1	.	3	.	.
O=C(CC1Oc2ccc(Cl)cc2NC1=O)NC1CCCCCC1 (stereo not drawn)	95	1	95	-8	1	92	3	-4	96
COc1ccc(-c2nnc3ccc(SCC(=O)N4CCN(c5ccccc5)CC4)nn23)cc1	60	.	78	.	.	43	.	0	117
Cc1ccc(S(=O)(=O)N2CCN(C)CC2)cc1-c1nnc2c3ccccc3c(C)nn12	99	2	96	-3	1	105	-3	-1	83
COc1ccc(NC(=O)c2cccnc2Cl)c(S(=O)(=O)N2CCOCC2)c1	77	-37	98	-9	1.4	97	-2	-2	86
CCOC(=O)CCc1c(C)nc2cc(-c3ccc(Cl)cc3)[nH]n2c1=O	90	-7	90	12	1.1	71	0	16[fluorescence artefact?]	147[fluorescence artefact?]
CC1(C)N(OCc2ccccc2)C(=O)C(=O)N(OCc2ccccc2)C1(C)C	89	1	95	13	1	104	-2	-10	99
CC1CCCN(c2nc3ccccc3nc2C(C#N)S(=O)(=O)c2cccs2)C1 (stereo not drawn)	107	3	111	4	1	84	-4	32[fluorescence artefact?]	64
COc1ccc(C2NC(=S)N3C(c4ccc(OC)cc4)NC(=S)N23)cc1 (stereo not drawn)	.	51*	.	-30	0.5	.	1	.	.
CCOC(=O)c1ccccc1NC(=O)c1c(F)c(F)c(F)c(F)c1F	98	13	89	5	0.9	74	-1	5	90
CC(=O)Cc1nsc(NC(=O)c2ccccc2)n1	103	5	99	-1	1	89	-5	1	128
CCN1CCN(Cc2oc(CO)cc(=O)c2O)CC1	.	-1	.	-22	1	.	-2	.	.
CCCCCOC(=O)c1[nH]c2c(c1C)C(=O)C(C(=O)OC)C(C)C2 (stereo not drawn)	75	8	91	-30	0.9	96	2	-5	98
O=C(Nc1ccccc1C(=O)N1CCCCCC1)c1cccc(S(=O)(=O)N2CCOCC2)c1	78	-5	93	-6	1.1	93	1	-11	120
CC(=O)NC1(c2ccccc2)CCN(c2nc(C)cc(C)n2)CC1	100	93*	89	-7	0.1	109	-4	-7	125
Cc1ccn2c(-c3csc(NCc4ccco4)n3)c(C)nc2c1	83	25	97	-2	0.7	95	-2	5	81
c1ccc(-c2cn3nc4c(nc3n2)CCCC4)cc1	87	81*	79	33	0.2	74	-3	6	101
CCCCNC(=O)c1onc(CSc2cccc(OCC)c2)c1C(=O)O	.	28	.	-4	0.7	.	-1	.	.
Cn1cnnc1SCC(=O)Nc1ccccc1C(=O)NC1CC1	95	-15	92	2	1.1	103	2	6[fluorescence artefact?]	114
Cc1ccc2c(c1)NC(=O)C(CC(=O)NCCCN1CCN(c3cc(C)ccc3C)CC1)O2 (stereo not drawn)	69	7	75	1	0.9	36	-3	0	113
CCOC(=O)c1cc2nc(Nc3ccc(OC)cc3)sc2s1	45	45	101	-20	0.5	90	59	-21	114[fluorescence artefact?]
CCc1nnc(NC(=O)CSc2nnc(-c3ccccc3O)n2CC)s1	88	76*	91	-5	0.2	108	-4	0	86
CCN1CCN(Cc2nc3c(c(=O)n(C)c(=O)n3C)n2Cc2ccccc2Cl)CC1	77	3	91	-16	1	86	-4	5	100
OCCCc1nc2n(n1)C(c1ccccc1Cl)C=C(c1cccs1)N2 (stereo not drawn)	92	39	106	-1	0.6	98	2	-5[fluorescence artefact?]	134[fluorescence artefact?]
CC1CCN(C(=O)CSc2nnc(CNC(=O)COc3ccc(Cl)cc3)o2)CC1	107	67*	99	-13	0.3	97	1	5[fluorescence artefact?]	92
O=C(c1cc(-c2cccs2)nc2ccccc12)N1CCN(S(=O)(=O)c2cccc(F)c2)CC1	21*	0	102	-5	1	83	-3	8	126
COc1ccc(S(=O)(=O)N2CCCC2C(=O)Nc2nnc(-c3cccnc3)s2)cc1 (stereo not drawn)	90	99*	96	24	0	100	-4	7	70[fluorescence artefact?]
CN=C1c2ccccc2CN1c1cccc(C(=O)OC)c1	101	31	98	-4	0.7	99	-2	2	94
CCC(CC)C(=O)NCCc1ccc(OC)cc1	100	77*	103	-3	0.2	97	-2	12	101
CNS(=O)(=O)c1ccc(NC(=O)c2nc3nc(C)cc(C(F)F)n3n2)cc1	.	3	.	-26	1	.	-6	.	.
COc1ccc(-c2nc(CSCC(=O)N3CCN(C(=O)c4ccco4)CC3)c(C)o2)cc1OC	81	40	100	1	0.6	105	2	0	94
CCOC(=O)C1CCN(C(=O)CCNC(=O)Cn2ccc3ccccc3c2=O)CC1	.	5	.	2	1	.	1	.	.
Cc1ccnc(SCCn2c(N3CCCCC3)nc3c2c(=O)[nH]c(=O)n3C)n1	87	6	102	-5	0.9	106	1	1	77
CCc1nnc(NC(=O)CCC(=O)N2CCN(Cc3cc(F)ccc3OC)CC2)s1	106	5	108	-11	1	98	2	-12	120
COc1ccc(CSc2nncn2N)cc1Br	87	39	95	5	0.6	96	0	4[fluorescence artefact?]	122
CCCCOCCCNC(=O)c1ccc(NC(C)=O)cc1	89	-10	106	-8	1.1	102	-2	4	113
c1ccc2[nH]c(CN3CCCCC3)nc2c1	109	43	92	-3	0.6	84	0	10	100
Cc1c(C(=O)NCCCN2CCCC2=O)oc2ccccc12	94	-5	101	2	1.1	95	-2	-6	131[fluorescence artefact?]
CSc1nc(-c2ccco2)nn1C(=O)c1ccco1	94	-15	95	5	1.1	100	-3	-1[fluorescence artefact?]	102

Some values from above.
Entry of COc1ccc(CSc2nncn2N)cc1Br in Mac1 fbg inh: 5
Entry of Cc1c(C(=O)NCCCN2CCCC2=O)oc2ccccc12 in Mac1 fbg inh: 2
Entry of COc1ccc(S(=O)(=O)N2CCCC2C(=O)Nc2nnc(-c3cccnc3)s2)cc1 (stereo not drawn) in H69AR inhibit: 90
Entry of CCOC(=O)c1cc2nc(Nc3ccc(OC)cc3)sc2s1 in CYP2C19 inhib: 45
Entry of COc1ccc(-c2nc(CSCC(=O)N3CCN(C(=O)c4ccco4)CC3)c(C)o2)cc1OC in ERa SRC1 pot: 94
Entry of O=C(c1cc(-c2cccs2)nc2ccccc12)N1CCN(S(=O)(=O)c2cccc(F)c2)CC1 in Mac1 fbg enh: -3

Additional records.
SMILES	H69AR inhibit	CYP2C19 inhib	Lung fibro prol	Mac1 fbg inh	CYP2C19 act	HUVEC inhibit	Mac1 fbg enh	ERa coact inh	ERa SRC1 pot
Cc1cc(NCCCN2CCOCC2)n2ncc(-c3ccc(Cl)cc3)c2n1	24*	0	46*	2	1	63	1	-2	119[fluorescence artefact?]
CCOC(=O)N1CCC(NC(=O)COc2cc(=O)n(C)c3ccccc23)CC1	71	-16	83	-1	1.2	85	-2	-6	103
CC(=O)c1ccc(Cc2ncc(C(F)(F)F)cc2Cl)s1	.	16	.	12	0.8	.	-5	.	.
COc1cccc(C(=O)Oc2cccc(N3C(=O)C4C5CC(C(Br)C5Br)C4C3=O)c2)c1 (stereo not drawn)	.	-22	.	46	1.2	.	-4	.	.
COC(=O)CNC(=O)c1cn(CC(C)C)c(=O)c2cc(OC)c(OC)cc12	84	16	99	6	0.8	102	-1	7[fluorescence artefact?]	120
COc1cc(-c2ccc(NC(=O)CN3CCC(C)CC3)c(OC)c2)ccc1NC(=O)CN1CCC(C)CC1	.	14	.	12	0.9	.	-6	.	.
CSc1nc(C)cc(OCC(=O)N2CCOCC2)n1	96	6	91	9	0.9	98	-3	-8	120
O=C(CCN1CCCCCC1)Nc1ccc(F)c(F)c1	93	12	96	8	0.9	83	0	-10	109
CC1CCN(c2nnc(N3CCC(C)CC3)c3ccccc23)CC1	56	.	84	.	.	95	.	0	117
CC1CCCC(N2CCN(C(=O)c3ccc(F)cc3)CC2)C1 (stereo not drawn)	89	.	102	.	.	104	.	-2	114
Cn1c(=O)c2nc(NCc3ccccc3)cnc2n(C)c1=O	98	74*	102	-5	0.3	109	-4	2	117[fluorescence artefact?]
COc1ccccc1C1CC(=O)Nc2c1c(=O)n(C)c(=O)n2C (stereo not drawn)	90	-11	103	17	1.1	96	-4	-1	129
CC(=O)Nc1nc(COc2ccc3ccccc3c2)cs1	97	37	89	30	0.6	74	-1	4	111

Screening data: PubChem BioAssay, several laboratories

Outcome played no part in choosing rows (roughly 26% active in at least one column).
